# MRP-1 activ: H69AR viability gain despite doxorubicin, primary screen, MRP-1 activator project, H69AR cells, CellTiter-Glo. 140,000 tested, 0.61% active. AID 799, 2007. viability increase, % at 10 µM. viability rescue;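 active = viability gain under doxorubicin at or above a set limit, the compound median plus 3 SD, cut at about 4.7% in these data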;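 note: MRP-1 overexpressing cells given doxorubicin 25 µM after compound pretreatment; 18-22 h compound pretreatment then 72 h with doxorubicin before readout; 0% = doxorubicin-only wells and 100% = vehicle-treated cells without doxorubicin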
# E-sel TNF inh: E-selectin induction blockers in HUVEC – imaging, immunofluorescence, high content, primary screen. HUVEC TNFa-induced E-selectin immunofluorescence. inhibition, % at 2 µM. 120,000 tested, 0.71% active;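 active = inhibition above the batch mean plus 3 SD, and confirmed as a hit on visual image review, cut at about 43% in these data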;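 note: 0% = TNF-stimulated DMSO wells and 100% = unstimulated control wells; not every result past the cut was called active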
# Yeast lifespan up: compounds extending yeast replicative lifespan, primary screen, S. cerevisiae, OD615. 130,000 tested, 0.68% active. S. cerevisiae growth with nicotinamide; deaD strain in restrictive glucose medium. inhibition of the nicotinamide effect, % at 10 µM;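 active = inhibition above a set limit, placed 3 SD over the median of all compounds, cut at about 26% in these data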;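 note: 0% = nicotinamide-treated wells and 100% = cells grown without nicotinamide; some compounds called inactive have numbers as strong as hits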
#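 System: Modified budding yeast, DeaD strain | Buffer or medium: Restrictive glucose medium | Also added: 1.5 mM nicotinamide | Doses: 10 µM single point, 0.25% DMSO | Schedule: 48 h compound exposure at 30 °C, humidified | Detection: Absorbance at 615 nm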
# Phagocyt inh: inhibitors of macrophage phagocytosis, primary screen, imaging, J774A.1 cells, IgG beads | J774A.1 macrophage IgG-bead phagocytosis | inhibition, % at 5 µM | 110,000 tested, 0.07% active | AID 1029, 2008;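 active = inhibition above the mean of the plate negative controls plus 5 SD, cut at about 13% in these data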;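 note: phagocytic index as fraction of beads internalized from green versus red external bead signal; plate controls were DMSO negative control for no effect and cytochalasin-D positive control for full effect; some results beyond the cut were filed as inactive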
# Measles CPE: compounds protecting cells from measles virus cytopathic effect, primary screen, measles RdRp inhibitor project, single point, MLSMR library, absorbance | 140,000 tested, 1.5% active | AID 841, 2007 | Measles virus-infected cells, CPE protection | protection (pct of control), % at 4 µM; in the data active = protection mostly above about 24%, no sharp cut-off; inactive = mostly below about 26%; note: some compounds called inactive have numbers as strong as hits
# bCat KO growth: primary screen for growth suppressors in beta-catenin knockout HCT116 cells (colon tumor, human); 140,000 tested, 1.5% active; HCT116 beta-catenin knockout viability, CellTiter-Glo, 60 h; hits give low values; viability, % at 10 µM;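 active = viability at or under a set limit, the compound median less 4 SD, cut at about 6% in these data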;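 note: 0% = Hyamine 1622 control at 20 µM and 100% = untreated cell control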
# HCT116 PTEN-null: growth suppression of PTEN-null HCT116, primary screen, cell-based, CellTiter-Glo; HCT116 PTEN-null viability, 60 h; hits give low values; viability, % at 10 µM; 140,000 tested, 1.2% active; AID 827, 2007;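 active = viability at or below a set limit, 4 SD under the median of all tested compounds, cut at about 3.7% in these data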;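 note: PTEN knockout HCT116 line with beta catenin targeted HCT116 as companion control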
# BB579 growth dn: growth inhibitors of yeast BB579 in restrictive medium, primary screen, yeast lifespan-shortening project, S. cerevisiae; OD615, 48 h; inhibition, % at 10 µM; 140,000 tested, 0.51% active; AID 804, 2007;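 active = inhibition above a set limit, 3 SD over the mean compound inhibition, cut at about 44% in these data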; note: inactives centre near -24
#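 test system = yeast BB579 (DeaD) | buffer or medium = restrictive CSMM-D medium | doses = single compound dose of 10 µM, 0.25% DMSO final | times = 4 h preincubation and 48 h exposure at 30 °C | technique = culture absorbance at 615 nm | benchmarks = amphotericin B 10 µg/mL, positive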
# NPY Y2 blocker: NPY-Y2 receptor antagonists, primary screen, cell-based; Neuropeptide Y receptor type 2 (Homo sapiens), P49146; NPY-Y2 expressing cells, antagonist mode; inhibition, % at 2.7 µM; 140,000 tested, 0.99% active; in the data active = inhibition above about 17%;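 note: 0% = vehicle with agonist challenge and 100% = reference antagonist with challenge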
# Target sequence (P49146 whole entry, looked up): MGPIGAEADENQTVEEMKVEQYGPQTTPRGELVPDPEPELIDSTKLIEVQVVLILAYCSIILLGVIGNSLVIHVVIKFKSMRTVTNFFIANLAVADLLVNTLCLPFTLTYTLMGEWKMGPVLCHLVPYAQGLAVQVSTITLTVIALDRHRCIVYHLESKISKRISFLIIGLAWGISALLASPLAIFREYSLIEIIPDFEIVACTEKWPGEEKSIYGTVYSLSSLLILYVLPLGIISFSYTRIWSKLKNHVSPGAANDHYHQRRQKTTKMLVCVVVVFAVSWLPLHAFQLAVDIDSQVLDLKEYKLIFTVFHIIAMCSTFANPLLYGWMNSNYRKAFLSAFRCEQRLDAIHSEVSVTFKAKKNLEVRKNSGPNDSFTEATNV
# GALR2 blocker: GALR2 antagonists in receptor-expressing cells, primary screen; Galanin receptor type 2 (Homo sapiens), O43603; antagonist mode; inhibition, % at 4 µM; 140,000 tested, 0.39% active; AID 828, 2007; in the data active = inhibition above about 27%;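 note: cells stimulated with galanin 1-16 at roughly its EC80; 0% = agonist challenge control and 100% = basal control without agonist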
# Target sequence (O43603 whole entry, looked up): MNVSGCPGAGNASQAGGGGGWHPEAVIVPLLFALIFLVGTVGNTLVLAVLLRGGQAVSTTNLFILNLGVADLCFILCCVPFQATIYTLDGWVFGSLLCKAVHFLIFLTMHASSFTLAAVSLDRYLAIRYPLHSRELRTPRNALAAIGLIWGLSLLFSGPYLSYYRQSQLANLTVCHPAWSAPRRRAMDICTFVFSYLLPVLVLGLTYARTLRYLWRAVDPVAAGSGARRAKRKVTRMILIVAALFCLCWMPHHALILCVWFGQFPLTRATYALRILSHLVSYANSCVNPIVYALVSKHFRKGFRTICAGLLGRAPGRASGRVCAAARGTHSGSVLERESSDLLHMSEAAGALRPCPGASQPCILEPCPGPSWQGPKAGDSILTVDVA
# Starred values were filed as active, the others as inactive; / = no result given; & = joins results of further samples. Rows were taken by chance. About 6.4% of those tested had a hit in this group.
nr	molecule	MRP-1 activ	E-sel TNF inh	Yeast lifespan up	Phagocyt inh	Measles CPE	bCat KO growth	HCT116 PTEN-null	BB579 growth dn	NPY Y2 blocker	GALR2 blocker
1	CCn1c(CN2CCN(C(=O)c3ccco3)CC2)nc2c1c(=O)n(C)c(=O)n2C	-3.5	/	-1	-3	4	86	93	-17	1	-14
2	Cc1c(NC(=O)c2cnn3c2NC(c2ccc(Br)cc2)CC3C(F)(F)F)c(=O)n(-c2ccccc2)n1C (configuration not stated)	-3.9	9	/	/	10	75	81	-16	4	-14
3	O=C(NCC(=O)N1CCCCC1)c1ccc(Cl)cc1Cl	-1.6	/	-20	0	3	95	104	-17	1	1
4	CCCCn1c(SCC(=O)Nc2nc(C)cs2)nnc1-c1cccnc1	-1.1	-9	-8	-2	5	100	97	-34	-1	2
5	CC1=NN(C(=S)Nc2ccccc2)C(c2ccccc2)C1 (configuration not stated)	-1.6	/	2	-5	7	81	105	22	1	-1
6	O=C(Nc1nnc(-c2ccccc2)o1)c1ccc(Cl)cc1	-0.7	-20	-16	-1	7	28	20	-14	8	-1
7	CC1CCc2c(sc3nc(CSc4n[nH]c(N)n4)[nH]c(=O)c23)C1 (configuration not stated)	1.1	/	1	-1	10	90	94	-27	0	-11
8	Cc1oc(C)c(C(=O)Nc2ccc(CC(=O)O)cc2)c1C(=O)Nc1ccc(CC(=O)O)cc1	0.4	8	-12	-2	18	97	103	-15	7	0
9	Cc1ccc(C(=O)C(OC(=O)COc2ccccc2C)c2ccccc2)cc1 (configuration not stated)	-3.1	-22	-20	-3	25	91	95	-16	6	11
10	CC(Sc1nnc(-c2cc3ccccc3o2)n1-c1ccccc1)C(=O)O (configuration not stated)	-1.8	-39	-14	0	8	105	93	-24	4	-5
11	COc1cc2c(cc1OC)[C@@H]1Cc3cc4c(cc3[C@H](C2)N1C)OCO4	-1.9	/	3	/	3	88	92	-38	0	6
12	CC(C)(C)C(=O)NC(=C(Cl)Cl)P(=O)(O)O	0.6	/	-5	/	41	92	96	3	-1	-9
13	Cc1ccc(-c2nnc(-c3ccc(NC(=O)c4ccco4)cc3)o2)cc1	-1.2	-3	-5	/	14	25	49	-98	1	-2
14	Clc1ccc(-n2ncc3c(NCCN4CCOCC4)ncnc32)cc1	-3.0	-20	-13	11	12	94	91	-3	0	-2
15	COC(=O)N1CC(=O)N(OC)C1c1ccc(Cl)cc1Cl (configuration not stated)	-0.4	17	-16	/	20	95	95	-18	3	8
16	Cc1ccc(NC(=O)CN(Cc2ccccc2)S(C)(=O)=O)cc1C	-1.5	7	-1	4	3	97	92	-9	1	6
17	CCC(C)OC(=O)C1=C(C)NC(=O)NC1c1ccc(F)cc1 (configuration not stated)	-3.2	/	-18	0	8	91	87	-11	1	-3
18	O=C(/C=C/c1cn(CC(O)CN2CCCCCC2)c2ccccc12)c1cccs1 (configuration not stated)	-5.0	27	0	-6	16	1.2*	1.9*	-31	6	20
19	CC(NC(=O)CN(C1CCCCC1)S(C)(=O)=O)c1ccccc1 (configuration not stated)	-3.1	11	/	/	15	89	86	-13	0	3
20	Clc1ccc(-c2nnc(COc3ncnc4sccc34)o2)cc1	0.9	/	33	-1	7	91	93	-37	5	-5
21	CCN(C1CCCCC1)S(=O)(=O)c1ccc(S(=O)(=O)N2CCN(CCC#N)CC2)cc1	-1.1	/	-5	0	10	85	84	-12	1	-8
22	COc1ccc(S(=O)(=O)N2CCOCC2)cc1NC(=O)COc1ncnc2ccccc12	-0.8	/	-2	-12	5	98	98	-38	0	-16
23	CCC(C)NC(=O)[C@H](CSCc1ccccc1)N1Cc2ccccc2C1=O (some centres not stated)	-3.2	-7	7	/	5	90	88	-46	3	-2
24	COCCNC(=S)c1ccc(OC)cc1	-0.1	0	-13	-1	14	100	99	13	5	-8
25	COc1cc(/C=C(\C#N)C(=O)Nc2ccc(SC(F)F)cc2)cc(OC)c1OC	-1.3	/	-9	-1	13	83	96&92	-52	3	1
26	CN(C)CCCN1C(=O)c2cccc3c([N+](=O)[O-])ccc(c23)C1=O	-4.9	37	2	-3	3	1.4*	1.6*	-13	4	56*
27	O=C(c1csc2c1CCCC2)N1CCN(c2ccc(F)cc2)CC1	-1.3	7	/	/	5	72	88	-15	6	2
28	COC(=O)c1cccc(OCC(O)Cn2ccnc2)c1 (configuration not stated)	-3.4	-32	-5	0	8	100	102	-44	1	20
29	Cc1cccc2sc(NC(=O)CSc3nc4ccccc4o3)nc12	-1.3	/	-6	/	7	104	96	-54	10	-3
30	CCOc1ccc(-c2nnc(-c3ccc(OC)cc3)o2)cc1	0.3	-25	/	/	12	89	94	-13	6	-6
31	Cc1cc(C)cc(OCC(=O)N2N=C(C(F)(F)F)CC2(O)C(C)(C)C)c1 (configuration not stated)	-1.3	9	/	/	7	89	90	-8	-2	1
32	COc1ccc(C(c2sc3nc(C)nn3c2O)N2CCC3(CC2)OCCO3)cc1 (configuration not stated)	-0.8	2	-1	-2	5	97	95	-14	-1	5
33	CCCN(CCC)c1nc(NC2CCN(C(=O)OCC)CC2)nc(OC)n1	-1.0	/	-13	2	18	22	37	-15	3	-31
34	CCOc1ccc(CC(=NCCc2ccccc2)C2=C(O)CC(C)(C)CC2=O)cc1OCC	-2.0	/	1	-1	10	88	84	-24	3	3
35	CC(=O)c1cccc(S(=O)(=O)NCC(c2ccco2)N2CCCCC2)c1 (configuration not stated)	-2.9	29	-6	1	12	90	91	-20	0	-2
36	CC1CCCC(C)N1C(=O)COC(=O)c1ccc[nH]c1=O (configuration not stated)	-0.7	-10	-11	-1	0	111	95	-7	0	4
37	COc1ccccc1NC1=NC(C)(C)N=C(N)N1	-1.5	10	0	0	17	100	98	-22	3	-1
38	Cc1cccc(C(=O)N2CCC(=O)N(C(COCc3ccc(Cl)cc3)Cc3ccccc3)CC2)c1 (configuration not stated)	-3.7	-32	13	/	3	61	55	-44	13	-9
39	CCCC(=O)O[C@]1(C(=O)CO)CC[C@H]2[C@@H]3CCC4=CC(=O)CC[C@]4(C)[C@H]3[C@@H](O)C[C@@]21C	2.9	/	2	/	17	94	102	-10	0	-4
40	CCOC(=O)N1CCN(C(=O)c2ccc(N3C(=O)CCC3=O)cc2)CC1	-0.5	16	49	-1	6	108	113	-32	2	-4
41	CCN(Cc1ccccc1)C(c1cccc(C#N)c1)c1nnnn1C(C)(C)C (configuration not stated)	0.5	/	-7	2	7	96	109	-55	8	1
42	CC(=O)NC(Nc1nc2c(s1)CCCC2)(C(F)(F)F)C(F)(F)F	-2.2	-21	2	-2	9	103	98	-38	4	-3
43	Cc1nnc(N)nc1C	-1.0	9	1	-1	8	94	95	-19	0	-10
44	COc1ccc(-c2csc(N3CCOCC3)n2)cc1OC	-0.8	14	-31	-3	7	99	95	-18	-1	-2
45	C=CCNC(=S)N/N=C(\C)c1cc(OC)c(OC)c(OC)c1	-2.1	/	-5	-8	4	89	83	-13	2	0
46	Cc1ccc(OCCn2ccc(=O)[nH]c2=O)cc1C	-1.1	11	-9	1	/	102	107	-70	0	1
47	CCN(CC)CCN1C(=O)C(O)=C(C(=O)c2cc3ccccc3o2)C1c1cccnc1 (configuration not stated)	-2.3	/	-6	0	6	91	93	-25	1	-6
48	Cc1nnc(N(Cc2ccco2)C(=O)c2ccc(C#N)cc2)s1	-0.4	-14	/	/	4	95	96	-20	4	13
49	Cc1ccc(C(=O)Nc2nc(COc3ccccc3)cs2)s1	0.2	14	-10	-1	42	94	81	24	2	-7
50	COC(=O)CSc1nc2cc(OC)ccc2cc1C#N	-1.5	30	-9	0	7	18	27	-67	5	13

# An excerpt of the results above, as a working copy:
nr	molecule	MRP-1 activ	E-sel TNF inh	Yeast lifespan up	Phagocyt inh	Measles CPE	bCat KO growth	HCT116 PTEN-null	BB579 growth dn	NPY Y2 blocker	GALR2 blocker
6	O=C(Nc1nnc(-c2ccccc2)o1)c1ccc(Cl)cc1	-0.7	-20	-16	-1	7	28	20	-14	8	-1
7	CC1CCc2c(sc3nc(CSc4n[nH]c(N)n4)[nH]c(=O)c23)C1 (configuration not stated)	1.1	/	1	-1	10	90	94	-27	0	-11
8	Cc1oc(C)c(C(=O)Nc2ccc(CC(=O)O)cc2)c1C(=O)Nc1ccc(CC(=O)O)cc1	0.4	8	-12	-2	18	97	103	-15	7	0
9	Cc1ccc(C(=O)C(OC(=O)COc2ccccc2C)c2ccccc2)cc1 (configuration not stated)	-3.1	-22	-20	-3	25	91	95	-16	6	11
10	CC(Sc1nnc(-c2cc3ccccc3o2)n1-c1ccccc1)C(=O)O (configuration not stated)	-1.8	-39	-14	0	8	105	93	-24	4	-5
11	COc1cc2c(cc1OC)[C@@H]1Cc3cc4c(cc3[C@H](C2)N1C)OCO4	-1.9	/	3	/	3	88	92	-38	0	6
12	CC(C)(C)C(=O)NC(=C(Cl)Cl)P(=O)(O)O	0.6	/	-5	/	41	92	96	3	-1	-9

# New compounds follow
nr	molecule	MRP-1 activ	E-sel TNF inh	Yeast lifespan up	Phagocyt inh	Measles CPE	bCat KO growth	HCT116 PTEN-null	BB579 growth dn	NPY Y2 blocker	GALR2 blocker
51	Cc1cc(C(=O)COc2ccccc2Cl)c(C)n1-c1ccc2c(c1)OCO2	0.8	/	-1	-3	33*	69	64	1	5	5
52	N#Cc1ccc(-c2csc(NNC(=O)c3ccc(Br)cc3)n2)cc1	-6.8	-9	-10	/	8	2.8*	4	-5	3	-4
53	c1c2c(cc3sc(N4CCCCC4)nc13)OCCO2	-0.7	-6	-2	0	5	74	76	-25	2	-2
54	CC(C)(C)NC(=O)c1c(F)c(F)c(F)c(F)c1F	-1.9	4	1	-3	12	102	105	7	2	-5
55	CN(C)S(=O)(=O)c1ccc(N2CCCC2=O)c([N+](=O)[O-])c1	-1.7	/	5	-10	5	83	93	-16	2	-4
56	Cn1c(=O)c(=O)n(C)c2cc(S(=O)(=O)N3CCN(c4cccc(C(F)(F)F)c4)CC3)ccc21	-0.4	-1	-6	/	3	92	96	-30	-2	-2

# 3 of the entries above in order of the Phagocyt inh value, low to high.
no.	canonical_smiles	E-sel TNF inh	Yeast lifespan up	Phagocyt inh	Measles CPE	NPY Y2 blocker	GALR2 blocker
55	CN(C)S(=O)(=O)c1ccc(N2CCCC2=O)c([N+](=O)[O-])c1	/	5	-10	5	2	-4
54	CC(C)(C)NC(=O)c1c(F)c(F)c(F)c(F)c1F	4	1	-3	12	2	-5
53	c1c2c(cc3sc(N4CCCCC4)nc13)OCCO2	-6	-2	0	5	2	-2

# Compound activity from PubChem.
